Statin myotox sup – suppressors of statin myotoxicity in C2C12 myotubes, primary screen, cell-based, single point, plate reader; C2C12 myotubes + simvastatin, ATP luminescence, 48 h; scaled: DMSO 0, geranylgeraniol control 100; rescue of ATP level, % at 7.49 µM; 0.78% of 330,000 active; AID 602340, 2012;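 active means mean ATP rescue above about 67%, or every replicate alone reaching that limit, limit read from the data, passing the limit was not always enough; inconclusive means no clear call, values can overlap the other calls; inactive means mean under the limit and some replicate under it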;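 further: myotubes were challenged with 10 µM simvastatin during compound exposure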
S100A4 MyoIIA – inhibitors of S100A4-myosin IIA peptide binding, primary screen, biochemical, fluorescence polarization, TAMRA-MyoIIA peptide. Protein S100-A4 (Homo sapiens), P26447. inhibition, % at 10.7 µM. 0.14% of 360,000 active;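 active means mean inhibition of at least 70% across replicates, with every replicate also reaching that level; inconclusive means mean inhibition reaches 70% but some replicates fall short; inactive means mean inhibition below 70%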
Target sequence (P26447 whole entry, looked up): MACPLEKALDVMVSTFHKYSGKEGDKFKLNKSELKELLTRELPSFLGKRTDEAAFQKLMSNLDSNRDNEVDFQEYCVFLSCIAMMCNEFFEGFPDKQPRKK
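Material: S100A4 monomer protein / Buffer or medium: 50 mM HEPES pH 7.2, 10 mM CaCl2, 100 mM KCl / Times: 5 min incubation before reading / Benchmarks: neutral control DMSO, positive control TFP / Reagent: labelled myosin peptide probe, 5 nM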
SIRT5 block – SIRT5 desuccinylase inhibitors, primary screen, biochemical, fluorescence imaging, single point, set 5; 1.1% of 330,000 active; Purified SirT5, succinyl-peptide AMC, trypsin-coupled fluorescence; inhibition, % at 15 µM; AID 652115, 2013; in the data active means inhibition above about 15%; inconclusive means no clear call, values can overlap the other calls
Target sequence (Q9NXA8 whole entry, looked up): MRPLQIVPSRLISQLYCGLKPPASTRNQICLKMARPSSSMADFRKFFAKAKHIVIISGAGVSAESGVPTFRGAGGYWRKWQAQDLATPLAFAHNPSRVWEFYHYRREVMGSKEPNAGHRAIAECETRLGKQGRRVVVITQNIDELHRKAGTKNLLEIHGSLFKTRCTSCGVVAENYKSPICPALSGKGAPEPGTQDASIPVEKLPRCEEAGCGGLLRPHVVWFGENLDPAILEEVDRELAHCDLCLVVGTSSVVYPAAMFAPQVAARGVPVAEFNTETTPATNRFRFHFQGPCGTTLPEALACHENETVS
E-sel inducer – E-selectin induction in HUVECs, primary screen, imaging, HUVEC, immunofluorescence imaging, single point. P16581. normalized: neutral wells 0, TNF-alpha wells 100. activation, % at 7.58 µM. 0.37% of 260,000 active. AID 686992, 2013;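 active means mean E-selectin-positive cell signal at least 10% of the positive control, reached in at least 60% of replicates, without over 20% cell loss; inconclusive means no rule given, readout overlaps actives, possibly toxicity-flagged; inactive means the rest, including those meeting only one limit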;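 further: in these data hits start at about 27%; measured in HUVEC primary endothelial cells; signal is the percent of cells scored E-selectin positive by PE staining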
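Read-out basis: % PE-positive cells; Test system: HUVEC primary endothelial cells; Technique: immunofluorescence imaging; Dosing: single-point compound dose.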
ERp5 inh – inhibitors of ERp5-driven insulin aggregation, primary screen, biochemical, turbidity, absorbance 650 nm, single point; inhibition, % at 9.99 µM; AID 651711, 2012; Protein disulfide-isomerase A6 (Homo sapiens), Q15084; 0.05% of 350,000 active; 90 min;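 active means mean replicate inhibition above about 25%, with every replicate also reaching it, limit read from the data, passing the limit was not always enough; inconclusive means only one of those two criteria met; inactive means neither criterion met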
Target sequence (Q15084 whole entry, looked up): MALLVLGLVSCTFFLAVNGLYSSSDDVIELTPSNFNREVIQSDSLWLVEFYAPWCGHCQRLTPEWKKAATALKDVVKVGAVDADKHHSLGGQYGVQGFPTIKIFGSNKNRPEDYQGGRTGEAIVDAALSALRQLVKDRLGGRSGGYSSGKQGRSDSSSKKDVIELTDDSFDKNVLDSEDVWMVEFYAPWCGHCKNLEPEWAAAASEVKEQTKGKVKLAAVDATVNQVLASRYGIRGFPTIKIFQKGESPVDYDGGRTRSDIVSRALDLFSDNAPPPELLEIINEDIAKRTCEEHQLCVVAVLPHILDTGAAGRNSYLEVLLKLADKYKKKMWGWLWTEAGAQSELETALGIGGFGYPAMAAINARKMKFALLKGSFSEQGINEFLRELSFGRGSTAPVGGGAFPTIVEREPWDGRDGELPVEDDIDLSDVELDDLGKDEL
PglD inh – C. jejuni PglD acetyltransferase inhibitors, primary screen, biochemical, DTNB colorimetric, single point | 0.098% of 360,000 active | purified PglD enzyme, DTNB colorimetric CoA detection | inhibition, % at 12.5 µM | UDP-N-acetylbacillosamine N-acetyltransferase PglD (Campylobacter jejuni); in the data active means inhibition above about 16%, passing the limit was not always enough; inconclusive means no clear call, values can overlap the other calls; further: strong numbers were not always called active
DENV2 CPE rescue – inhibitors of DENV2 cytopathic effect, primary screen, cell-based, plate reader, single concentration | DENV2-infected cells, cytopathic effect rescue | CPE inhibition, % at 9.99 µM | 1.7% of 350,000 active; in the data active means CPE inhibition above about 20%, passing the limit was not always enough; inconclusive means no clear call, values can overlap the other calls; tested in BHK-21 cells;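 further: 0% = median of neutral control wells and 100% = median of positive control wells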
Starred values were filed as active, the others as inactive; ? = inconclusive; · = no result given. A portion of the library (hit frequency here may not be typical).

SMILES | Statin myotox sup | S100A4 MyoIIA | SIRT5 block | E-sel inducer | ERp5 inh | PglD inh | DENV2 CPE rescue
CCOc1ccccc1N1CCN(CC(O)COc2ccc3c(C)cc(=O)oc3c2)CC1 (centres undefined) | 6 | -2 | -6 | · | -14 | -2 | -1
CO[C@H]1CN(C)C(=O)c2ccc(NS(C)(=O)=O)cc2OC[C@H](C)N(C(=O)C2CCCC2)C[C@@H]1C | -1 | -16 | 2 | 0.1 | -1 | 3 | -5
CC(OC(=O)Cc1n[nH]c(=O)c2ccccc12)C(=O)Nc1ccccc1[N+](=O)[O-] (centres undefined) | -3 | 6 | -3 | · | 4 | -4 | 2
COCC(=O)N1CC(=O)N2[C@@H](CO)[C@H](c3ccc(C#CC4CCCC4)cc3)[C@@H]2C1 | · | -8 | 5 | 0.0 | -3 | · | 5
O=S(=O)(N[C@H]1CC[C@H](CCn2cc(-c3ccccn3)nn2)O[C@H]1CO)c1cccc(Cl)c1 | 0 | -4 | 2 | 0.0 | 0 | 4 | -4
CCNS(=O)(=O)c1ccc(NC(=O)Cn2cc([N+](=O)[O-])cn2)cc1 | -2 | -4 | 2 | · | 1 | · | -4
COc1cc(/C=C2/NC(=O)NC2=O)cc(Br)c1OCc1cccc(C(=O)O)c1 | 7 | -16 | -2 | 0.0 | 3 | · | -9
COc1ccc(/C=N/NC(=S)Nc2ccccc2)cc1COc1ccccc1F | · | 6 | -7 | · | 13 | · | -11
CN1c2ccc(-c3cccc(C#N)c3)cc2[C@@H]2[C@@H](CCN2C(=O)c2cccc(F)c2)[C@@H]1CO | 32 | · | · | -0.2 | · | -2 | -25
COc1cccc(NC(=O)N(C)C[C@H]2Oc3cc(-c4ccccc4OC)ccc3S(=O)(=O)N([C@@H](C)CO)C[C@@H]2C)c1 | -28 | 2 | -1 | 0.4 | 3 | -1 | -8
CN(C)S(=O)(=O)c1cc(C(=O)NCc2ccccc2)c(Cl)cc1Cl | 2 | -3 | -1 | · | -1 | -6 | -2
Cc1nn(CC(=O)NCc2ccccc2F)c(C)c1[N+](=O)[O-] | · | 1 | 0 | · | 3 | · | -5
O=C(c1ccco1)N1CCCSC1=Nc1ccccc1 | -38 | · | · | 2.1 | · | -1 | ·
CCOC(=O)[C@]12CCC=C1N(Cc1ccccc1)C(=O)[C@H](CC(=O)NCC1CCCCC1)C2 | · | -5 | -3 | · | -2 | · | -7
COc1ccc2cc(-c3ccon3)ccc2c1 | -7 | -6 | -3 | -0.1 | 3 | -1 | -2
COCC#Cc1cnc2c(c1)C(=O)N([C@H](C)CO)C[C@@H](C)[C@@H](CN(C)C(=O)CN1CCOCC1)O2 | 14 | -6 | -2 | 0.2 | 9 | 5 | -1
Cc1ccccc1NNC(N)=S | · | 1 | -2 | 2.1 | 2 | · | 1
NCCOc1ccc(C2CCCCC2)cc1 | · | -4 | -5 | -1.3 | 2 | · | -3
CCOC(=O)c1c(C)[nH]c(C)c1S(=O)(=O)N(C)CC(=O)NCc1ccc(C)cc1 | 1 | 16 | 1 | · | -2 | · | 8
Cc1cc(C)n2nc(C)c(-c3ccccc3)c2n1 | · | -4 | -3 | 8.8 | 1 | · | 3
C[C@@H]1CN([C@H](C)CO)S(=O)(=O)c2ccc(C#CCN(C)C)cc2O[C@@H]1CN(C)C | -3 | -2 | -3 | 0.4 | 2 | 0 | -10
CCCN1C[C@@H](C)[C@H](OC)CN(C)C(=O)c2cc(NC(=O)C3CCOCC3)ccc2OC[C@@H]1C | -18 | -5 | 0 | -0.1 | 4 | 3 | -3
CC1CCN(CCCOc2ccc(Cl)cc2Br)CC1 | -8 | 1 | 2 | -0.4 | 5 | 8 | 2
COC(=O)c1ccc(=O)n(CC(=O)c2ccc(Cl)cc2)c1 | · | 17 | -2 | -0.1 | -9 | · | -3
C=C1C[C@H](O[C@@H]2O[C@H](CO)[C@@H](O)[C@H](O)[C@H]2O)[C@@H]2[C@H](OC(=O)[C@H]2C)[C@H]2[C@H](C)[C@H](O)C[C@@H]12 | -2 | -4 | · | -0.2 | 1 | -2 | 55*
Clc1cccc(Sc2ccc(-c3ccccn3)s2)c1 | · | -9 | -1 | -0.1 | 3 | · | -2
CCCNC(=O)N1CC2(CCN(Cc3cccnc3)CC2)c2c(n(C)c3cc(OC)ccc23)[C@@H]1CO | · | -1 | 2 | 0.4 | 4 | · | 1
C[C@@H]1CN([C@H](C)CO)C(=O)Cc2cc(NC(=O)C3CC3)ccc2O[C@@H]1CN(C)C(=O)Nc1cccc2ccccc12 | 16 | -6 | -3 | -0.3 | -3 | 0 | -1
C/C=C/c1ccc2c(c1)O[C@H](CN(C)C(=O)Nc1ccccc1)[C@H](C)CN([C@H](C)CO)S2(=O)=O | 37 | -2 | 3 | -0.1 | 0 | 1 | 3
CCn1c(SCc2cccc(F)c2)nc2c(c1=O)SCC2 | 2 | -4 | -3 | 2.0 | -3 | -2 | 2
C[C@H](CO)N1C[C@H](C)[C@H](CN(C)Cc2ccccc2)Oc2ccc(NC(=O)Nc3ccc(C(F)(F)F)cc3)cc2CC1=O | 9 | -18 | -1 | 0.2 | -1 | 1 | -4
O=C(O)Cn1cnc2ccccc2c1=O | -1 | 3 | · | · | 5 | -1 | ·
CCCCCOc1ccc(C(O)C(CN2CCOCC2)c2ccccc2)cc1 (centres undefined) | 4 | 1 | -3 | 0.7 | 3 | 6 | 2
Cc1ccc(-n2nc(C(=O)O)c(O)cc2=O)cc1 | 1 | 0 | -5 | -1.0 | 1 | · | -4
O=C(COC(=O)c1cccc(OC(F)F)c1)NC(=O)NC1CCCCC1 | · | -4 | 0 | -0.1 | -6 | · | -2
Cn1cnc([N+](=O)[O-])c1Sc1ncnc2nc[nH]c12 | · | 0 | 3 | · | 2 | -2 | -8
CCCCCCCC(=O)Nc1cc(C(=O)NCCC)ccc1N1CCC2(CC1)CC(c1ccccc1)=NO2 | -4 | 0 | -7 | -0.1 | 9 | -2 | 3
CCN(CC)C(=O)C1=C(C)N(CCCOC)C(=O)C(CC(=O)NCCCCc2ccccc2)C1 (centres undefined) | -7 | -4 | -4 | 0.6 | 3 | -5 | 5
Cc1cc(=O)[nH]c(N/N=C/c2c(O)n(-c3ccccc3)c(=O)c3ccccc23)n1 | · | -1 | -3 | 1.2 | -5 | -11 | -1
CCC(=O)N1CCc2cc(S(=O)(=O)N(C)c3ccc(OC)cc3OC)ccc21 | -4 | 0 | -1 | -0.1 | 4 | 4 | -5
O=C(NCc1ccco1)C(=O)NCC1OCCN1S(=O)(=O)c1ccccc1 (centres undefined) | 1 | 0 | 2 | 0.2 | -12 | 0 | 1
N#C[C@H]1[C@@H](c2ccc(-c3cccc(F)c3)cc2)[C@@H](CO)N1S(=O)(=O)c1cccc(F)c1 | -30 | 11 | 7 | 0.4 | -4 | -3 | -25
CCC(=O)N1[C@@H]2Cn3c(cccc3=O)[C@H]1[C@@H](C(=O)NCc1ccccc1)[C@@H]2CO | 17 | 1 | 6 | -0.1 | -2 | 0 | ?
O=C(CN1C(=O)c2ccccc2C1=O)OCC(=O)N1CCN(c2ccccc2)CC1 | 3 | 2 | -9 | 6.5 | 4 | -2 | -5
CC(C)NC(=O)N1CC(=O)N2[C@@H](CO)[C@H](c3ccc(C#CCN(C)C)cc3)[C@@H]2C1 | · | 8 | -1 | -0.2 | 2 | · | -5
CCCNC(=O)N1C[C@H]2[C@@H](c3ccccc31)[C@H](CO)N2C(=O)Nc1ccc(F)cc1 | 11 | -8 | 1 | -0.1 | 1 | -6 | -1
CC(=O)N1[C@@H]2Cn3c(ccc(C4=CCCC4)c3=O)[C@H]1[C@@H](C(=O)NCc1ccccc1)[C@@H]2CO | -10 | -7 | -19 | 0.1 | 4 | -1 | -2
COc1ccc(CN(C)C(=O)Cn2ccc(N)nc2=O)cc1OC | 24 | · | · | -0.1 | · | 5 | ·
Cc1ccccc1NC(=O)N1CCN(C(=O)c2ccco2)CC1 | · | 2 | -1 | · | 2 | · | 1
O=C(NCC[C@@H]1CC[C@@H](NS(=O)(=O)c2ccccc2)[C@@H](CO)O1)c1ccccc1F | -5 | 5 | 1 | -0.2 | -2 | 1 | -12
Going on with the list.
SMILES | Statin myotox sup | S100A4 MyoIIA | SIRT5 block | E-sel inducer | ERp5 inh | PglD inh | DENV2 CPE rescue
CCS(=O)(=O)N1CCC2(CC1)CN(Cc1ccc3c(c1)OCO3)[C@@H](CO)c1[nH]c3cc(OC)ccc3c12 | · | 2 | 4 | -0.3 | -2 | · | 2
COc1ccc(CN(C)C(=O)c2cc(S(=O)(=O)N3CCCCCC3)ccc2OC)cc1OC | · | 1 | -1 | -0.7 | -2 | 5 | 9
COc1ccc(S(=O)(=O)N2CCN(CC(=O)N3c4ccccc4CC3C)CC2)cc1OC (centres undefined) | 13 | -2 | -1 | · | 1 | -3 | -3
COC[C@@H]1CCCN1[C@@H]1CS(=O)(=O)N[C@H]1COCc1ccccc1 | 14 | -2 | 1 | -7.2 | -4 | -3 | -3
CCN(CC)S(=O)(=O)c1ccc(C(=O)NCCCn2ccnc2)cc1 | -10 | 1 | 0 | 3.0 | -10 | -2 | ·
C=CC[C@H](CC(=O)NCCO)C(=O)N[C@@H](COC(=O)[C@@H](CC=C)CC(=O)OC(C)(C)C)Cc1c[nH]c2ccccc12 | 7 | -5 | 0 | 1.2 | 4 | 4 | -5
O=C(CCN1CCCCC1)NCC[C@@H]1CC[C@@H](NS(=O)(=O)c2cccc(F)c2)[C@H](CO)O1 | 13 | 38 | 11 | 0.1 | -1 | -3 | ?
CN(C)c1ccc(/C=C2\CCCCC2=O)cc1 | · | -1 | -2 | 2.6 | 3 | · | ·
N=c1ccn2c(n1)OC1C(O)C(CO)OC12 (centres undefined) | 1 | -16 | -1 | · | 8 | -13 | -3
O=C(O)C(Cc1c[nH]c2ccccc12)NS(=O)(=O)c1ccc(Cl)c(C(F)(F)F)c1 (centres undefined) | 6 | -20 | -2 | 0.4 | 4 | 1 | 0

Four of the entries above in order of the SIRT5 block value, ascending.
| smiles | SIRT5 block |
| --- | --- |
| O=C(O)C(Cc1c[nH]c2ccccc12)NS(=O)(=O)c1ccc(Cl)c(C(F)(F)F)c1 (centres undefined) | -2 |
| COc1ccc(CN(C)C(=O)c2cc(S(=O)(=O)N3CCCCCC3)ccc2OC)cc1OC | -1 |
| COC[C@@H]1CCCN1[C@@H]1CS(=O)(=O)N[C@H]1COCc1ccccc1 | 1 |
| CCS(=O)(=O)N1CCC2(CC1)CN(Cc1ccc3c(c1)OCO3)[C@@H](CO)c1[nH]c3cc(OC)ccc3c12 | 4 |

Continued.
SMILES | Statin myotox sup | S100A4 MyoIIA | SIRT5 block | E-sel inducer | ERp5 inh | PglD inh | DENV2 CPE rescue
O=C(Cn1cnc2c(nnn2Cc2ccc(Cl)cc2)c1=O)N1CCN(c2ccccc2)CC1 | 25 | -12 | -2 | 0.6 | -1 | 1 | 1
COc1ccc(NC(=O)CCc2c(C)nc3nc(CNC(=O)c4cccc(F)c4)nn3c2C)cc1OC | -11 | -3 | -4 | -0.1 | 8 | 4 | 1
COc1ccc(CN2C(=O)C(CC(=O)NCc3cccs3)CC(C(=O)N3CCOCC3)=C2C)cc1 (centres undefined) | -5 | -1 | -3 | -3.9 | 1 | 1 | -5
C[C@H](CO)N1C[C@H](C)[C@@H](CN(C)C(=O)C2CC2)Oc2ncc(-c3ccccc3F)cc2C1=O | -24 | -10 | -3 | 0.2 | -5 | -3 | 16

Compound activity as filed in PubChem.
